Assay outcomes as filed in PubChem BioAssay.
M5 PAM: positive allosteric modulators of human muscarinic M5 receptor; activation, % at 3 µM; P08912; CHO-K1 hM5, Fluo-8 calcium, ACh EC20 PAM; 0% = ACh EC20, 100% = ACh EC100; actives 0.3% (n = 360,000);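 active means activation above the run cutoff, the mean activation of all test compounds plus 3 SD, cut at about 18% in these data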
Target sequence (P08912 whole entry, looked up): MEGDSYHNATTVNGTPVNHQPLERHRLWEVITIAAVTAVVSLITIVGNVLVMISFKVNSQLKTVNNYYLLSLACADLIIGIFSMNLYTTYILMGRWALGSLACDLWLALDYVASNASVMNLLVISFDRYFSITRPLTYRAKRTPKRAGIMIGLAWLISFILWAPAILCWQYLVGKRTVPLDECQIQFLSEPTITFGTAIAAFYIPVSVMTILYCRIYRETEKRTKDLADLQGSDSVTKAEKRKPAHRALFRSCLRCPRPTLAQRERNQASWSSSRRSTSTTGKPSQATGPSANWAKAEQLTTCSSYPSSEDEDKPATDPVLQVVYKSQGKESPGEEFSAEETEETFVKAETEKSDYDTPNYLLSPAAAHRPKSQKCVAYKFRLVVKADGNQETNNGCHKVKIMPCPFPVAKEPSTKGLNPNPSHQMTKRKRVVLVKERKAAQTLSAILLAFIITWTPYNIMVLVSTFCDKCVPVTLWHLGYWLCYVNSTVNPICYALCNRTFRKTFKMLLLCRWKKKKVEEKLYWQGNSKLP
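Assay system: CHO-K1 hM5 cells / Incubation: Fluo-8 loading 80 min at 37 °C plus 30 min room temperature / Technique: Fluo-8 calcium dye fluorescence, kinetic read / Repeats: single replicate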
CRFBP-R2 agonist: CRF-BP/CRF-R2 complex agonism. activation, % at 13.2 µM. AID 588473. actives 0.46% (n = 350,000). HEK293 CRF-R2/CRF-BP, calcium dye fluorescence (FLIPR); percent of saturating CRF peptide response;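 active means activation of at least 50%, plus an integration ratio under a set limit after plate pattern correction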;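 further: plate controls were neutral control wells without compound for no effect and CRF at EC100 for full effect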
CHRM5 antagonist: antagonists of human muscarinic M5 receptor (CHRM5); P08912; CHO-hM5 cells, Fluo-8 calcium fluorescence, ACh EC80; inhibition, % at 3 µM; actives 0.59% (n = 360,000);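 active means inhibition above a per-plate cutoff, the mean of that plate's test compounds plus 3 SD, cut at about 27% in these data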;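 further: 0% = acetylcholine EC80 with DMSO and 100% = DMSO without agonist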
CRFBP-R2 block: blocks CRF-induced signaling of the CRF-BP/CRF-R2 complex; HEK293 CRF-R2/CRF-BP, CRF-induced calcium fluorescence; inhibition, % at 11.8 µM; actives 0.59% (n = 350,000); AID 588475;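 active means inhibition of the ligand-induced calcium signal above about 50% at the single tested concentration, limit read from the data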
CHRM4 PAM: CHRM4 positive allosteric modulation; activation, % at 3 µM; actives 0.4% (n = 360,000); AID 624126; CHO-K1 hM4/Gqi5, Fluo-8 calcium fluorescence, ACh EC20; 0% = ACh EC20, 100% = maximal ACh; P08173;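 active means activation above its plate's cutoff, the mean activation of sample wells plus 3 SD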; further: some results filed as inactive read as strong as hits
CHRM1 PAM: potentiates human M1 receptor response to acetylcholine; CHO-K1 hM1, Fluo-8 calcium fluorescence, ACh EC20; 0% = ACh EC20, 100% = maximal ACh; activation, % at 3 µM; actives 0.088% (n = 360,000); in the data active means activation above about 19%, passing the limit was not always enough
Target sequence (P11229 whole entry, looked up): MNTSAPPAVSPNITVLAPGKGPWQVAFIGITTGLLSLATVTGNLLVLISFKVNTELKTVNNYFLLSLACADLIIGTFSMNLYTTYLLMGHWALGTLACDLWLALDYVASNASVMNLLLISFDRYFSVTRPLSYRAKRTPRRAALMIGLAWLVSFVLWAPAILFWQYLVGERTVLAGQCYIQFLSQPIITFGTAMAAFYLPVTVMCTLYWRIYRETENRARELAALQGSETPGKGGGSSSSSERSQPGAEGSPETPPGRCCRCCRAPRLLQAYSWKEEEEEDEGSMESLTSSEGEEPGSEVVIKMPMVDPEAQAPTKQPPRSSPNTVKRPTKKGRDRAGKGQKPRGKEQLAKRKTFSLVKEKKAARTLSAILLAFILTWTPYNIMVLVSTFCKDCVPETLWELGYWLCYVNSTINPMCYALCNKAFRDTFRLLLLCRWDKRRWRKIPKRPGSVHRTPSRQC
M4 antag: blocks acetylcholine activation of human M4 receptor; AID 624125; CHO-hM4 cells, ACh EC80, Fluo-8 calcium fluorescence; P08173; inhibition, % at 3 µM; actives 0.73% (n = 360,000);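 active means inhibition above its plate's cutoff, the mean inhibition of sample wells plus 3 SD, cut at about 27% in these data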;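 further: 0% = acetylcholine EC80 with DMSO and 100% = DMSO without agonist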
M4 ag: agonists of human muscarinic M4 receptor (CHRM4); P08173; CHO-K1 hM4/Gqi5, Fluo-8 calcium fluorescence; vehicle 0%, full acetylcholine response 100%; activation, % at 3 µM; actives 0.14% (n = 360,000); AID 624127;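 active means activation above the run mean over all test wells plus 3 SD, cut at about 32% in these data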;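 further: peak over basal fluorescence ratio per well then scaled between controls; 0% = DMSO wells and 100% = acetylcholine at EC100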
CHRM5 agonist: CHRM5 agonism in calcium assay. P08912. CHO-K1 hM5 cells, Fluo-8 calcium fluorescence; 0% DMSO wells, 100% maximal acetylcholine response. activation, % at 3 µM. actives 0.19% (n = 360,000);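 active means activation above the run's mean over test compounds plus 3 SD, cut at about 23% in these data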;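 further: signal is peak over basal fluorescence ratio across the kinetic read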
* hit, by the source's call. Compounds as they come; 2.6% or so of the library scored in one or more.

Results for CCOc1ccccc1C(=O)NC1CCNCC1 ?
M5 PAM: 15; CRFBP-R2 agonist: -4.0; CHRM5 antagonist: -19; CRFBP-R2 block: 12; CHRM4 PAM: 2; CHRM1 PAM: 7; M4 antag: -16; M4 ag: 0; CHRM5 agonist: -3

Results for CCOC(=O)c1ccc(CNC(=O)Cn2nnc(-c3cccc(C)c3)n2)o1 ?
M5 PAM: 4; CHRM5 antagonist: -6; CHRM4 PAM: -3; CHRM1 PAM: 1; M4 antag: -14; M4 ag: 3; CHRM5 agonist: 7

Results for COc1ccc(CCC(=O)Nc2ccc(S(=O)(=O)N3CCOCC3)cc2)cc1OC ?
M5 PAM: -5; CRFBP-R2 agonist: 1.9; CHRM5 antagonist: 12; CRFBP-R2 block: -18; CHRM4 PAM: 4; CHRM1 PAM: 7; M4 antag: -11; M4 ag: 4; CHRM5 agonist: 1

What do the screens show for `C=CCCC(=O)N(C)CCO`?
M5 PAM: 4; CRFBP-R2 agonist: -2.2; CHRM5 antagonist: 1; CRFBP-R2 block: 8; CHRM4 PAM: 7; CHRM1 PAM: -6; M4 antag: 2; M4 ag: 1; CHRM5 agonist: 6

Results for CC(C)c1ccc(NC(=O)COC(=O)C2=COCCO2)cc1 ?
M5 PAM: 5; CRFBP-R2 agonist: 0.8; CHRM5 antagonist: -3; CRFBP-R2 block: 1; CHRM4 PAM: 8; CHRM1 PAM: 5; M4 antag: -8; M4 ag: 1; CHRM5 agonist: -2

What do the screens show for `CN1CCN(CC(O)COc2ccc(OCC(O)CN3CCN(C)CC3)cc2)CC1` (stereo not given)?
M5 PAM: 2; CRFBP-R2 agonist: -0.2; CHRM5 antagonist: 2; CRFBP-R2 block: 0; CHRM4 PAM: 2; CHRM1 PAM: -2; M4 antag: 5; M4 ag: 1; CHRM5 agonist: -9

What do the screens show for `Cc1ccc(NC(=O)CSc2nnc(Cc3csc(C)n3)o2)cc1`?
M5 PAM: -2; CRFBP-R2 agonist: -0.6; CHRM5 antagonist: 5; CRFBP-R2 block: -2; CHRM4 PAM: -2; CHRM1 PAM: 6; M4 antag: 3; M4 ag: 0; CHRM5 agonist: 1

Results for Cc1nnc(NC(=O)Cc2ccc(OCc3c(C)noc3C)cc2)s1 ?
M5 PAM: -1; CRFBP-R2 agonist: -1.4; CHRM5 antagonist: -2; CRFBP-R2 block: -5; CHRM4 PAM: 3; CHRM1 PAM: 5; M4 antag: -1; M4 ag: -1; CHRM5 agonist: 3

How did COc1ccc(C2C3=C(CC(C)(C)CC3=O)Nc3cc4c(cc32)OCO4)cc1 (stereo not given) do in these assays?
M5 PAM: 4; CRFBP-R2 agonist: -1.2; CHRM5 antagonist: 1; CRFBP-R2 block: 12; CHRM4 PAM: 3; CHRM1 PAM: 1; M4 antag: -4; M4 ag: 0; CHRM5 agonist: -9

How did CCOC(=O)Nc1ccc2c(c1)N(C(=O)CN)c1ccccc1CC2 do in these assays?
M5 PAM: 3; CRFBP-R2 agonist: 1.4; CHRM5 antagonist: 7; CRFBP-R2 block: -9; CHRM4 PAM: 1; CHRM1 PAM: 8; M4 antag: 3; M4 ag: 1; CHRM5 agonist: -3

Results for CCCc1nc(SCC(=O)N2CCOCC2)c2c(C)c(C)sc2n1 ?
M5 PAM: 0; CRFBP-R2 agonist: 0.6; CHRM5 antagonist: 15; CRFBP-R2 block: -10; CHRM4 PAM: -6; CHRM1 PAM: 16; M4 antag: 7; M4 ag: 0; CHRM5 agonist: -4

How did O=C(O)CC1CCCC(c2ccccc2)C1=O (stereo not given) do in these assays?
M5 PAM: 6; CRFBP-R2 agonist: -1.2; CHRM5 antagonist: -10; CRFBP-R2 block: 2; CHRM4 PAM: 9; CHRM1 PAM: 13; M4 antag: 6; M4 ag: 1; CHRM5 agonist: 0

What do the screens show for `COc1cccc(-c2csc(N3CCN(C(=O)Nc4ccccc4Cl)CC3)n2)c1`?
M5 PAM: 3; CRFBP-R2 agonist: -0.3; CHRM5 antagonist: -10; CRFBP-R2 block: -5; CHRM4 PAM: -7; CHRM1 PAM: -13; M4 antag: -1; M4 ag: 3; CHRM5 agonist: -2

Results for CCCn1c(NC(=O)c2ccc(Br)cc2)nc2ccccc21 ?
M5 PAM: 4; CRFBP-R2 agonist: 0.8; CHRM5 antagonist: 2; CRFBP-R2 block: -28; CHRM4 PAM: 8; CHRM1 PAM: 7; M4 antag: -4; M4 ag: 0; CHRM5 agonist: 0

How did CCOc1ccccc1N(CC(=O)NC(C)(C)C)C(=O)CCC(=O)Nc1nccs1 do in these assays?
M5 PAM: -4; CRFBP-R2 agonist: 0.3; CHRM5 antagonist: 9; CRFBP-R2 block: 7; CHRM4 PAM: -4; CHRM1 PAM: 5; M4 antag: -26; M4 ag: 2; CHRM5 agonist: -5

Results for Cc1cc(NC(=O)CSc2nnc(C(F)(F)F)n2C)no1 ?
M5 PAM: 9; CRFBP-R2 agonist: -3.1; CHRM5 antagonist: -1; CRFBP-R2 block: -5; CHRM4 PAM: 7; CHRM1 PAM: 0; M4 antag: -2; M4 ag: 0; CHRM5 agonist: 0

What do the screens show for `COc1ccc(CCn2c(NCCCN3CCOCC3)nc3c2c(=O)[nH]c(=O)n3C)cc1`?
M5 PAM: 4; CRFBP-R2 agonist: -0.8; CHRM5 antagonist: 5; CRFBP-R2 block: -21; CHRM4 PAM: 3; CHRM1 PAM: 1; M4 antag: 1; M4 ag: 0; CHRM5 agonist: -5

What do the screens show for `O=C(Nc1ccccc1)c1cc(C2CCCCN2C(=O)c2ccccc2)on1` (stereo not given)?
M5 PAM: -6; CHRM5 antagonist: 5; CHRM4 PAM: -3; CHRM1 PAM: -3; M4 antag: -7; M4 ag: 7; CHRM5 agonist: 1

What do the screens show for `CN1C[C@@H]2[C@@H]3C(=O)N(C)C(=O)[C@@H]3[C@](C)(C1=O)N2C(=O)c1ccc(C(C)(C)C)cc1`?
M5 PAM: 3; CRFBP-R2 agonist: -1.3; CHRM5 antagonist: 7; CRFBP-R2 block: -5; CHRM4 PAM: 14; CHRM1 PAM: 13; M4 antag: -1; M4 ag: 2; CHRM5 agonist: 0

What do the screens show for `CCN(CC)CCn1c(=S)[nH]c2cc(C(=O)NCc3ccc(C)cc3)ccc2c1=O`?
M5 PAM: 9; CRFBP-R2 agonist: -0.4; CHRM5 antagonist: -13; CRFBP-R2 block: -7; CHRM4 PAM: 1; CHRM1 PAM: 5; M4 antag: 2; M4 ag: 1; CHRM5 agonist: -5

What do the screens show for `CC(C)c1ccc(OC(=O)NCCO)cc1`?
M5 PAM: -2; CRFBP-R2 agonist: 4.9; CHRM5 antagonist: 0; CRFBP-R2 block: -38; CHRM4 PAM: 3; CHRM1 PAM: 7; M4 antag: -9; M4 ag: 1; CHRM5 agonist: -2

What do the screens show for `CCCCCC/C=C/c1ccc([C@H]2[C@H]3C=CC[C@@H](C)[C@@H]3C(=O)N2Cc2ccccc2)c(F)c1`?
M5 PAM: 7; CRFBP-R2 agonist: 4.6; CHRM5 antagonist: -1; CRFBP-R2 block: -10; CHRM4 PAM: 12; CHRM1 PAM: 7; M4 antag: -9; M4 ag: 2; CHRM5 agonist: 5

Results for CCCCN1C(=O)C(=O)N(CC(=O)Nc2ccc(OC(F)(F)F)cc2)C1=O ?
M5 PAM: 8; CRFBP-R2 agonist: -0.1; CHRM5 antagonist: 5; CRFBP-R2 block: -16; CHRM4 PAM: 8; CHRM1 PAM: 6; M4 antag: -14; M4 ag: 2; CHRM5 agonist: 1

Results for O=C(NCCCN1CCCC1)c1ccc2c(c1)N(Cc1ccc(F)cc1)C(=O)c1ccccc1S2=O (stereo not given) ?
M5 PAM: -2; CRFBP-R2 agonist: 3.7; CHRM5 antagonist: 8; CRFBP-R2 block: -20; CHRM4 PAM: -8; CHRM1 PAM: -15; M4 antag: -1; M4 ag: 1; CHRM5 agonist: -9

How did Cc1[nH]nc2c1C1(CCN(C(=O)OCc3ccccc3)CC1)C(C#N)=C(N)O2 do in these assays?
M5 PAM: 3; CRFBP-R2 agonist: -2.2; CHRM5 antagonist: 4; CRFBP-R2 block: -19; CHRM4 PAM: -9; CHRM1 PAM: 4; M4 antag: 6; M4 ag: 0; CHRM5 agonist: -1

Results for COc1cc(/C=C(\C#N)C(=O)NCC2CCCO2)ccc1OCC(N)=O (stereo not given) ?
M5 PAM: 4; CRFBP-R2 agonist: 16; CHRM5 antagonist: 4; CRFBP-R2 block: 25; CHRM4 PAM: 4; CHRM1 PAM: 1; M4 antag: -6; M4 ag: 0; CHRM5 agonist: 0

How did Cc1c(CCC(=O)NCCCn2ccnc2)c(=O)oc2c(C)c3occ(C(C)(C)C)c3cc12 do in these assays?
M5 PAM: -12; CRFBP-R2 agonist: -2.1; CHRM5 antagonist: 14; CRFBP-R2 block: 5; CHRM4 PAM: -8; CHRM1 PAM: -20; M4 antag: 11; M4 ag: 5; CHRM5 agonist: -8

What do the screens show for `O=C(Nc1ccc(C(=O)N2CCN(c3ccccn3)CC2)cc1)c1ccc(Br)o1`?
M5 PAM: -2; CRFBP-R2 agonist: -2.1; CHRM5 antagonist: 14; CRFBP-R2 block: 11; CHRM4 PAM: -4; CHRM1 PAM: -3; M4 antag: 7; M4 ag: 7; CHRM5 agonist: 3

What do the screens show for `Cc1ccccc1-n1ncc2c([N+](=O)[O-])cc([N+](=O)[O-])cc21`?
M5 PAM: -1; CRFBP-R2 agonist: -1.5; CHRM5 antagonist: -4; CRFBP-R2 block: 16; CHRM4 PAM: 6; CHRM1 PAM: 2; M4 antag: 11; M4 ag: -4; CHRM5 agonist: -7

What do the screens show for `CC(C)NS(=O)(=O)c1ccc(NC(=O)Cc2ccsc2)cc1`?
M5 PAM: -7; CRFBP-R2 agonist: -2.1; CHRM5 antagonist: 16; CRFBP-R2 block: 4; CHRM4 PAM: -1; CHRM1 PAM: 0; M4 antag: 7; M4 ag: 1; CHRM5 agonist: -2

Results for O=C(Nc1ccc(F)c(Cl)c1)C1Cc2c(-c3ccco3)ccnc2O1 (stereo not given) ?
M5 PAM: -5; CHRM5 antagonist: 11; CHRM4 PAM: 1; CHRM1 PAM: 6; M4 antag: -1; M4 ag: 8; CHRM5 agonist: 5

How did CC1Cc2[nH][nH]c(=O)c2C(C2CC2)O1 (stereo not given) do in these assays?
M5 PAM: 1; CHRM5 antagonist: -4; CHRM4 PAM: 0; M4 antag: 10; M4 ag: 0; CHRM5 agonist: 2

What do the screens show for `COc1cccc(C(=O)Cn2c(N3CCOCC3)nc3c2c(=O)n(C)c(=O)n3C)c1`?
M5 PAM: 2; CRFBP-R2 agonist: -1.8; CHRM5 antagonist: -5; CRFBP-R2 block: 10; CHRM4 PAM: 5; CHRM1 PAM: 9; M4 antag: 0; M4 ag: 1; CHRM5 agonist: 4

What do the screens show for `CN(Cc1nc2c(s1)CCCC2)C(=O)CCc1nnc(-c2ccccc2)o1`?
M5 PAM: 2; CRFBP-R2 agonist: -1.4; CHRM5 antagonist: 8; CRFBP-R2 block: 4; CHRM4 PAM: 2; CHRM1 PAM: -3; M4 antag: -5; M4 ag: 1; CHRM5 agonist: -4

What do the screens show for `CC(Sc1nc2ccccc2c(=O)n1CC1CCCO1)C(=O)Nc1ccc(S(N)(=O)=O)cc1` (stereo not given)?
M5 PAM: 0; CRFBP-R2 agonist: -0.5; CHRM5 antagonist: -7; CRFBP-R2 block: -3; CHRM4 PAM: 7; CHRM1 PAM: 9; M4 antag: -26; M4 ag: 2; CHRM5 agonist: -5
